Screening results: PubChem BioAssay, Sanford-Burnham Center for Chemical Genomics
CXCR6 inh: blocks human CXCR6 beta-arrestin recruitment | inhibition, % at 20 µM | 360,000 compounds, 0.36% hits | CHO-K1 PathHunter CXCR6 beta-arrestin, luminescence; in the data active = inhibition above about 34%, passing the limit was not always enough;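 also: antagonist mode with CXCL16 agonist at 10 nM final; 0% = 10 nM CXCL16 with DMSO and 100% = unstimulated wells without agonist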
CCR6 antag: blocks CCL20-driven beta-arrestin recruitment at human CCR6; 340,000 compounds, 0.49% hits; CHO-K1 CCR6 PathHunter beta-arrestin, luminescence, CCL20-stimulated; inhibition, % at 20 µM; P51684;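 active = compounds whose inhibition of the agonist-driven luminescence signal at 20 µM reaches about 50%, limit read from the data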;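 also: cells stimulated with CCL20 at 14 nM final; plate controls were DMSO with CCL20 for no effect and DMSO without agonist for full effect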
Jurkat NFkB inh: lowers PMA/ionomycin-induced NF-kB signal in Jurkat cells. inhibition, % at 4 µM. 330,000 compounds, 0.53% hits. PMA/ionomycin-induced NF-kB luciferase reporter, luminescence; in the data active = inhibition above about 50%
UBC13 inh: human UBC13 polyubiquitination inhibition | P61088 | 330,000 compounds, 0.47% hits | inhibition, % at 20 µM | UBC13 polyubiquitin chain formation, TR-FRET; in the data active = inhibition above about 45%, passing the limit was not always enough
Target sequence (P61088 whole entry, looked up): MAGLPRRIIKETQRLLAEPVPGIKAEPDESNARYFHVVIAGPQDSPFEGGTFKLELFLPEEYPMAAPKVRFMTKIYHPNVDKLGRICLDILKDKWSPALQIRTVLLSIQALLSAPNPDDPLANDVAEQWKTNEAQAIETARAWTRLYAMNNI
Gli-Sufu block: blocks Gli-Sufu signaling in a luciferase reporter; Sufu-KO-LIGHT fibroblasts, Gli luciferase reporter luminescence; inhibition, % at 5 µM; 340,000 compounds, 0.74% hits; AID 588413;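 active = inhibition above about 55%, limit read from the data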;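 also: 0% = DMSO-treated cells and 100% = wells with medium but no cells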
697 NFkB inh: inhibitors of the PMA/ionomycin-induced NF-kB reporter in 697 B cells. 697 B-cell NF-kB luciferase reporter, 16 h. inhibition, % at 4 µM. 330,000 compounds, 0.33% hits; in the data active = inhibition above about 35%
EBI2 antag: antagonists of human EBI2 receptor; P32249; EBI2 beta-arrestin recruitment, luminescence, 7a,25-OHC stimulated; inhibition, % at 5 µM; 360,000 compounds, 0.81% hits; in the data active = inhibition above about 38%;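 also: enzyme fragment complementation signal reports receptor beta-arrestin coupling in cells; 0% = agonist plus DMSO wells and 100% = wells without agonist; some results beyond the cut were filed as inactive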
Target sequence (P32249 whole entry, looked up, the tested form may be a part): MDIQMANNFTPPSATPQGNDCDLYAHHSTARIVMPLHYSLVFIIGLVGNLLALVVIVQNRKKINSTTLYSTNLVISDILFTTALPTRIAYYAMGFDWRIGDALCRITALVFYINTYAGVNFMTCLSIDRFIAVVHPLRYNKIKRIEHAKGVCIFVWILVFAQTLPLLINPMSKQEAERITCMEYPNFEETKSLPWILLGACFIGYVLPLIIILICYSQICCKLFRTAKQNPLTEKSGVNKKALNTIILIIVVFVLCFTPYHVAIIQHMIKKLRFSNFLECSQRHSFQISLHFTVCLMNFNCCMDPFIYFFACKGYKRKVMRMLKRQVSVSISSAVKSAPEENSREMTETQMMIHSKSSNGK
APJ antag: antagonists of human APJ apelin receptor. 330,000 compounds, 0.32% hits. CHO-K1 APJ beta-arrestin complementation, luminescence. P35414. inhibition, % at 20 µM. AID 2521;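 active = inhibition above about 40% at 20 µM, limit read from the data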;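 also: cells challenged with 10 nM apelin-13 agonist together with compound; plate controls were apelin-13 plus DMSO wells for no effect and DMSO wells lacking apelin-13 for full effect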
Target sequence (P35414 whole entry, looked up): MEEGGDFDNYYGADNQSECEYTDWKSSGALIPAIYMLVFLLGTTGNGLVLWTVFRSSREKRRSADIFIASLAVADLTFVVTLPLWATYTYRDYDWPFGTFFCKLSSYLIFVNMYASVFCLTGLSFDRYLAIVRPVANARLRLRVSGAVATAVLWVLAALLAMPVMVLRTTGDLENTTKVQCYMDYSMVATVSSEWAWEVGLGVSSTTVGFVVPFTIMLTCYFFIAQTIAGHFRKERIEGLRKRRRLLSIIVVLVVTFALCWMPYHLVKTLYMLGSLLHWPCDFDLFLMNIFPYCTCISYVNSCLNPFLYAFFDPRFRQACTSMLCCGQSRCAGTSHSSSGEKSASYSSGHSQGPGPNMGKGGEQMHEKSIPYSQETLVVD
* marks the source's active call; other numbers are inactive results; x = not tested or not shown.

Under each structure: CXCR6 inh	CCR6 antag	Jurkat NFkB inh	UBC13 inh	Gli-Sufu block	697 NFkB inh	EBI2 antag	APJ antag
> COc1ccc(C(CNS(=O)(=O)c2ccc(NC(C)=O)c(OC)c2)N2CCCC2)cc1 (stereo unspecified)
  6.2	-8.0	3.1	9.8	16.7	2.2	4.2	-11.8
> COc1ccc(C)cc1NC(=O)CSc1nnc(CC(=O)Nc2ccccc2C)n1C
  -0.8	-10.6	11.0	10.7	-2.2	21.1	-3.2	12.4
> CC(=O)N1CCOc2cc(S(=O)(=O)NCc3ccc(F)cc3)c(C)cc21
  4.1	-3.8	1.5	-3.6	24.4	7.1	0.0	-9.4
> O=C(Nc1ccc2sccc2c1)c1ccc(Cl)s1
  -10.4	6.8	-223.8	18.8	-132.5	-323.2	-3.1	-6.2
> COCCN(C)Cc1cn(-c2ccc(F)cc2F)nc1-c1ccccc1C
  3.8	9.2	-0.5	8.3	26.9	3.5	-9.0	-0.9
> CCC(C(=O)NCc1ccncc1)c1ccccc1 (stereo unspecified)
  7.8	-11.3	-3.4	2.7	5.6	-4.7	5.0	-20.1
> CCCc1nnc(NC(=O)Cn2c(=O)oc3ccccc32)s1
  0.9	6.2	-19.9	-7.0	-1.0	-28.7	3.2	3.6
> Cc1ccc(/C=C/c2ccc(=O)n(Cc3ccc(Cl)cc3Cl)n2)cc1
  -4.0	-8.5	12.7	16.0	22.2	14.3	6.7	-6.5
> Nc1c(/C=C2\C=Nc3ccccc32)c(=O)nc2sc(CC(=O)N3CCOCC3)nn12
  9.5	18.8	1.1	-9.3	0.0	16.2	-8.3	13.9
> Cc1ccc(OCCC(=O)OCC(=O)N2CCN(S(=O)(=O)c3ccc(C)cc3)CC2)cc1
  -5.0	15.9	-13.8	1.7	1.5	-6.7	-15.7	15.5

Some entries already given, reduced to 697 NFkB inh:
SMILES	697 NFkB inh
Nc1c(/C=C2\C=Nc3ccccc32)c(=O)nc2sc(CC(=O)N3CCOCC3)nn12	16.2
Cc1ccc(OCCC(=O)OCC(=O)N2CCN(S(=O)(=O)c3ccc(C)cc3)CC2)cc1	-6.7

Later entries:
Under each structure: CXCR6 inh	CCR6 antag	Jurkat NFkB inh	UBC13 inh	Gli-Sufu block	697 NFkB inh	EBI2 antag	APJ antag
> Cc1cccn2c(=O)c3cc(C(=O)N4COCC4(C)C)n(C)c3nc12
  -3.3	1.1	-10.4	10.9	14.5	-18.7	-1.5	8.6
> COc1nc(Nc2cccc(F)c2)nc(OC)n1
  3.7	5.8	-11.5	-5.4	-9.1	-11.9	-0.2	-4.4
> CC(C)c1cc(=O)n2c(nc3ccccc32)[nH]1
  3.8	1.1	-13.9	7.0	0.2	-38.5	-5.6	-24.4
> CC1=C(C)CC(C(=O)Nc2ccc(C(N)=O)cc2)C(C(=O)O)C1 (stereo unspecified)
  3.5	-12.3	5.3	0.0	6.6	5.3	9.8	6.0
> COc1ccc(Cl)c2sc(N(CCN(C)C)C(=O)C3=COCCO3)nc12
  -5.7	8.3	x	x	-1.4	x	-7.6	x
> Brc1c(-c2ccccc2)nc2n1Cc1ccccc1-2
  -1.9	-0.5	-110.4	-4.1	-41.5	-134.8	17.6	-30.1
> Cc1nc2oc3ccc(F)cc3c(=O)c2cc1C(=O)NC(C)(C)C
  2.2	5.6	-24.0	0.3	-22.0	-14.9	-7.9	17.6
> Cn1c(NC(=O)c2ccccc2)c(-c2ccccn2)c(=O)c2ccccc21
  -0.2	-6.5	-12.0	12.0	1.5	16.8	-0.6	22.5
> O=C(COC(=O)CNC(=O)c1ccccc1)Nc1ccc(Cl)cc1C(F)(F)F
  -6.4	0.3	2.9	-4.5	-1.8	1.9	-2.6	15.8
> O=C(CSc1nnnn1-c1ccc2c(c1)OCCO2)OC1CCCCC1
  4.8	30.9	4.9	-3.4	-6.6	-34.0	3.7	10.9

More entries follow.
Under each structure: CXCR6 inh	CCR6 antag	Jurkat NFkB inh	UBC13 inh	Gli-Sufu block	697 NFkB inh	EBI2 antag	APJ antag
> COC(=O)c1c(NC(=O)c2cccc(N3C(=O)CCC3=O)c2)sc2c1CCN(C(C)=O)C2
  -11.8	-5.4	24.3	-5.4	0.7	8.8	-2.0	13.7
> CC(C)(C)Nc1nc2cc([N+](=O)[O-])ccc2o1
  4.8	2.2	-28.0	2.5	31.1	4.7	-4.3	-26.9
> O=C(Cc1ccc(Cl)cc1)Nc1cccc(C(=O)Nc2ccccc2C(=O)O)c1
  0.9	12.8	19.0	1.4	21.0	20.5	7.1	15.4
> Cc1cc2cc(C=C(C#N)C#N)c(Cl)nc2cc1C
  0.0	7.9	-10.2	-15.7	-13.4	-32.9	-14.6	-27.4
> CCCNS(=O)(=O)c1cccc(C(=O)NC2CCCc3ccccc32)c1 (stereo unspecified)
  10.7	-3.6	-0.3	-8.8	-13.8	3.3	2.2	-3.8
> COC(=O)c1c(N2C(=O)[C@H]3[C@@H](C2=O)[C@]2(C(=O)Nc4c(C)cc(C)cc42)N2CCC[C@@H]32)sc(C)c1C
  -2.3	5.6	-13.8	-8.8	16.1	15.9	1.0	-1.7
> N#Cc1ccc(CSc2nnc3ccccn23)cc1
  -0.4	3.4	-14.3	11.1	-9.9	10.3	-12.4	1.3
> CCN1CCC(NC(=O)Nc2ccccc2C(=O)OC)CC1
  1.9	-3.2	-13.7	6.0	-6.6	0.5	-14.4	-2.9
> Cc1nnc(SCC(=O)N2CCN(c3ccccc3)CC2)n1-c1ccccc1
  5.8	8.8	9.5	-4.2	-45.5	0.7	-4.9	12.5
> CC(=O)Nc1ccc(C(=O)OCC(=O)c2ccc(F)cc2)cc1
  -9.6	-3.7	12.2	-1.9	-1.2	-15.0	-12.0	-37.9

An excerpt of these results, as a markdown table.
| SMILES | CXCR6 inh | CCR6 antag | Jurkat NFkB inh | UBC13 inh | Gli-Sufu block | 697 NFkB inh | EBI2 antag | APJ antag |
| --- | --- | --- | --- | --- | --- | --- | --- | --- |
| O=C(CSc1nnnn1-c1ccc2c(c1)OCCO2)OC1CCCCC1 | 4.8 | 30.9 | 4.9 | -3.4 | -6.6 | -34.0 | 3.7 | 10.9 |
| COC(=O)c1c(NC(=O)c2cccc(N3C(=O)CCC3=O)c2)sc2c1CCN(C(C)=O)C2 | -11.8 | -5.4 | 24.3 | -5.4 | 0.7 | 8.8 | -2.0 | 13.7 |
| CC(C)(C)Nc1nc2cc([N+](=O)[O-])ccc2o1 | 4.8 | 2.2 | -28.0 | 2.5 | 31.1 | 4.7 | -4.3 | -26.9 |
| O=C(Cc1ccc(Cl)cc1)Nc1cccc(C(=O)Nc2ccccc2C(=O)O)c1 | 0.9 | 12.8 | 19.0 | 1.4 | 21.0 | 20.5 | 7.1 | 15.4 |
| Cc1cc2cc(C=C(C#N)C#N)c(Cl)nc2cc1C | 0.0 | 7.9 | -10.2 | -15.7 | -13.4 | -32.9 | -14.6 | -27.4 |
| CCCNS(=O)(=O)c1cccc(C(=O)NC2CCCc3ccccc32)c1 (stereo unspecified) | 10.7 | -3.6 | -0.3 | -8.8 | -13.8 | 3.3 | 2.2 | -3.8 |
| COC(=O)c1c(N2C(=O)[C@H]3[C@@H](C2=O)[C@]2(C(=O)Nc4c(C)cc(C)cc42)N2CCC[C@@H]32)sc(C)c1C | -2.3 | 5.6 | -13.8 | -8.8 | 16.1 | 15.9 | 1.0 | -1.7 |
| N#Cc1ccc(CSc2nnc3ccccn23)cc1 | -0.4 | 3.4 | -14.3 | 11.1 | -9.9 | 10.3 | -12.4 | 1.3 |
| CCN1CCC(NC(=O)Nc2ccccc2C(=O)OC)CC1 | 1.9 | -3.2 | -13.7 | 6.0 | -6.6 | 0.5 | -14.4 | -2.9 |
| Cc1nnc(SCC(=O)N2CCN(c3ccccc3)CC2)n1-c1ccccc1 | 5.8 | 8.8 | 9.5 | -4.2 | -45.5 | 0.7 | -4.9 | 12.5 |

Carrying on.
Under each structure: CXCR6 inh	CCR6 antag	Jurkat NFkB inh	UBC13 inh	Gli-Sufu block	697 NFkB inh	EBI2 antag	APJ antag
> Cc1c(NC(=O)Nc2cccc(Cl)c2Cl)c(=O)n(-c2ccccc2)n1C
  4.1	12.9	8.2	4.2	-2.9	1.7	-9.5	-4.0
> CCOC(=O)C1CCCN(C(=O)CCC(=O)Nc2ccc3nc(N4CCOCC4)cc(C)c3c2)C1 (stereo unspecified)
  -5.0	-3.0	-10.3	2.1	-0.7	-8.7	1.7	-9.9
> COC(=O)c1cccc(-n2c(C)cc(C=O)c2C)c1
  2.0	9.7	-5.6	3.7	21.9	15.7	-2.6	-2.8
> Cc1ccc(NCCCCO)cc1C
  2.6	-14.2	5.6	1.1	-0.3	-0.3	12.5	-2.4
> CN(Cc1ccccc1)S(=O)(=O)c1ccc(OCC(=O)NCc2ccccn2)cc1
  -2.1	23.8	12.8	6.3	7.5	4.4	-3.3	18.9
> CC(C)c1nc(N2CCN(C(=O)c3ccco3)CC2)c2c3c(sc2n1)CCCC3
  5.3	3.3	-1.5	-3.4	6.8	-7.5	-2.0	-10.4
> Cc1cccc(NC(=O)c2cc(S(=O)(=O)N3CCc4ccccc43)cn2C)c1C
  7.4	-0.2	-14.0	-16.0	-2.4	-25.5	9.5	4.3
> Cc1ccccc1NC(=O)CSc1nnc(NC(=O)C2CC2)s1
  0.8	18.5	8.9	7.0	45.5	8.9	3.1	-0.4
> Cc1ccnc(SCC(=O)Nc2oc(-c3ccccc3)c(-c3ccccc3)c2C#N)n1
  5.2	16.2	-5.7	-7.0	6.5	1.4	5.1	10.5
> COc1cccc(-c2cc(C(=O)N3CCc4ccccc4C3)no2)c1
  9.4	10.1	9.1	3.8	-0.9	24.2	12.8	9.1

The listing continues.
Under each structure: CXCR6 inh	CCR6 antag	Jurkat NFkB inh	UBC13 inh	Gli-Sufu block	697 NFkB inh	EBI2 antag	APJ antag
> COc1ccc2c(C(F)(F)F)cc(=O)oc2c1C
  -0.9	-4.2	-12.4	-11.9	-5.8	-2.6	-0.6	4.1
> CCN(CC(=O)Nc1c(F)cccc1F)C(=O)c1cc(S(=O)(=O)N2CCOCC2)ccc1N1CCCC1
  8.8	6.7	20.5	-0.2	8.5	39.6*	-20.8	-8.2
> O=C(NNC(=O)c1cccs1)c1ccc(Br)o1
  5.2	8.8	x	x	-3.0	x	-4.9	x
> O=C(CCCOc1cccc(Br)c1)NCCOc1ccccc1
  0.7	17.5	-9.6	-0.9	-16.0	-2.2	4.1	18.6
> CCOC(=O)c1cccc(NC(=O)c2cc(C)nn2-c2ccccc2)c1
  -0.6	9.2	5.9	13.2	-1.5	14.9	8.5	18.2
> Cc1cc(Cl)c2oc(C(=O)N3CCCCC3CCN3CCCC3=O)c(C)c2c1 (stereo unspecified)
  5.6	6.8	-3.5	-3.4	-7.8	12.7	5.8	15.4
> Cc1cc(Cl)ccc1OCC(=O)OC(C)C(=O)N(C)C (stereo unspecified)
  -4.0	5.7	1.7	8.5	17.6	24.5	-3.2	2.4
> COc1cc(C2C(C(C)=O)=C(O)C(=O)N2c2ccc(C)cc2)ccc1O (stereo unspecified)
  -2.0	3.3	11.9	-12.4	-16.4	-7.4	-12.7	20.4
> C/C=C\C(=O)Nc1cccc(C2=NOC3(C2)C[C@@H](C(N)=O)N(C(=O)CCCCC)C3)c1 (stereo partly specified)
  0.7	5.1	2.6	12.5	3.5	21.7	-16.5	21.8
> CCOC(=O)c1sc2nc(C)nc(NC3CCC(O)CC3)c2c1C (stereo unspecified)
  -6.6	5.1	-17.5	15.2	26.7	-1.5	-0.6	11.8
> O=C(COC(=O)c1ccccc1NCCO)Nc1cccc(S(=O)(=O)NC2=NCCCCC2)c1
  3.3	3.4	-0.5	15.0	-2.1	11.9	-4.2	18.6

An unsorted share of the library; about 3% have a hit in one of these screens.
